Bioassay records as filed in PubChem.
Luciferase inh: Firefly luciferase inhibition profiling of diverse chemical library using quantitative high-throughput screening. Luciferin 4-monooxygenase (Photinus pyralis), P08659. purified P. pyralis luciferase, luminescence, biochemical. Potency, µM (doses to about 115 µM), inactives show top-dose activity change, negative = inhibition, most hits filed as inhibitors. 2.5% of 76,000 active; also: potency is read from the fitted curve at half-maximal effect; nearly all actives have a fitted effect of over 65% in size
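Inhibitors were tested against purified firefly luciferase in a biochemical, low-substrate format (both substrates at 10uM) and luminescence measured with a CCD imager.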
SNCA expr inhib: Primary qHTS assay for inhibitors of alpha-synuclein gene (SNCA) expression; HEK-293 SNCA-luciferase knock-in, luminescence, 24 h; 0.17% of 140,000 active; Potency, µM (top dose mostly 57.2 µM), without a hit: top-dose activity change, negative = inhibition, hits mostly inhibitors;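 also: potency is read from the fitted curve at half-maximal effect; plate controls were DMSO cells for no effect and cell-free wells for full effect; nearly all actives have a fitted effect of over 45% in size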
3T3 cytotox: Cytotoxic Profiling in NIH 3T3 Cell Line of Diverse Libraries Using Quantitative High-Throughput Screening; NIH 3T3 viability, CellTiter-Glo ATP luminescence, 48-72 h; Potency, µM (doses to about 96.7 µM), for the others: at the top dose activity change, negative = cytotoxicity, actives largely listed as inhibitors; 4.3% of 94,000 active; also: potency is read from the fitted curve at half-maximal effect; nearly all actives have a fitted effect of over 55% in size
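Cells were seeded at 400 per well, treated with pin-transferred compound, and kept 48 or 72 hr at 37 °C before CellTiter-Glo addition and luminescence imaging of cellular ATP.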
GPT2 inh: Primary qHTS assay for inhibitors of Glutamate pyruvate transaminase 2 (GPT2); Alanine aminotransferase 2 (Homo sapiens), Q8TD30; Recombinant GPT2, coupled pyruvate oxidase/HRP Amplex Red fluorescence; Potency, µM (highest dose often 57.7 µM), inactives show at the top dose activity change, negative = inhibition, most hits filed as inhibitors; 0.25% of 100,000 active; also: potency is read from the fitted curve at half-maximal effect; nearly all actives have a fitted effect of over 60% in size; many of its hits are not listed in these tables
Target sequence (Q8TD30 whole entry, looked up): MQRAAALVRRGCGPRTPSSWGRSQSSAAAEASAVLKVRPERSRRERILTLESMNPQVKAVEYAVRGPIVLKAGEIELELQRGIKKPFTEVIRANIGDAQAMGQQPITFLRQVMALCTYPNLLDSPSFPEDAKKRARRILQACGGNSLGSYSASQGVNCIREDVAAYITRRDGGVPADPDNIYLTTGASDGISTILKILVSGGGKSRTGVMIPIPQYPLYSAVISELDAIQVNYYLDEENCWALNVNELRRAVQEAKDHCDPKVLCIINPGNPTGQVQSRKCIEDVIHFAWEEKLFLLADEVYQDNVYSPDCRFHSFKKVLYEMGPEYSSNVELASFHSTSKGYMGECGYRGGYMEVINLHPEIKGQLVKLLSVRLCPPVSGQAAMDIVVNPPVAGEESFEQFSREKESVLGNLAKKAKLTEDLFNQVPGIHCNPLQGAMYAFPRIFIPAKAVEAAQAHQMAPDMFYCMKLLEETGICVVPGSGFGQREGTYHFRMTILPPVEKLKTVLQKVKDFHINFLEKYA
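Fluorescence read-out: pyruvate from GPT2 turnover coupled to pyruvate oxidase, HRP and Amplex Red (0.2mM ThPP, 0.2U/mL PO and HRP, 50uM Amplex final). Substrates 250uM a-KG, 2mM L-alanine; enzyme 10ng/uL; 30 min RT.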
IP6K1 inhibitor: Primary qHTS assay for small molecule inhibitors of Inositol hexaphosphate kinase 1 (IP6K1) | IP6K1 kinase, ADP-Glo luminescence, 2 h; active compounds read low | 0.81% of 140,000 active | activity change, % (series mostly up to about 58 µM) | Inositol hexakisphosphate kinase 1 (Homo sapiens), Q92551; in the data active = activity change below about -25%
Target sequence (Q92551 whole entry, looked up): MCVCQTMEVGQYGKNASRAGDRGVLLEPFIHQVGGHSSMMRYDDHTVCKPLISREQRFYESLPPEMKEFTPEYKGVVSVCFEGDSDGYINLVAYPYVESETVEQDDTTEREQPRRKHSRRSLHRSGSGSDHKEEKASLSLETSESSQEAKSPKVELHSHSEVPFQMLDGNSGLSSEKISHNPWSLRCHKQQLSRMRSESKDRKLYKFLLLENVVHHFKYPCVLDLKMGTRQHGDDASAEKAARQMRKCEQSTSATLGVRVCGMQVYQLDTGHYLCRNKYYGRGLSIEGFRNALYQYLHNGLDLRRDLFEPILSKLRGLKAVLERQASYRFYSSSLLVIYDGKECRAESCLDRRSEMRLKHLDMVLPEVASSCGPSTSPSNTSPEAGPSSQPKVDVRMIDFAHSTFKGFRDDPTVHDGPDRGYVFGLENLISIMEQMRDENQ
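ADP-Glo luminescence measures ADP made by human IP6K1 during a 2 h RT reaction with ATP/IP6 (mix at 1.3 mM/130 uM); top library doses 57.5 and 19.1 uM final.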
SNCA viab count: GF-AFC viability counterscreen for inhibitors of alpha-synuclein gene (SNCA) expression | 0.12% of 150,000 active | Potency, µM (highest dose often 57.1 µM), for inactives: top-dose activity change, negative = cytotoxicity, hits mostly cytotoxic | HEK-293-SNCA-luc viability, GF-AFC fluorescence, 24 h | AID 1671193, 2021;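 also: potency is read from the fitted curve at half-maximal effect; 0% = DMSO-treated cells and -100% = medium-only wells without cells; nearly all actives have a fitted effect of over 30% in size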
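HEK-293-SNCA-luc cells (1500/well) plated 24 h, then exposed 24 h to a dilution series; GF-AFC added 30 min at 37C, fluorescence 405/540 nm; normalised to medium-only and DMSO wells, Hill fit.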
HEK cytotox: Cytotoxic Profiling in HEK 293 Cell Line of Diverse Libraries Using Quantitative High-Throughput Screening; HEK 293 viability, ATP luminescence (CellTiter-Glo), 48-72 h; Potency, µM (titrated, usually from 115 µM), for inactives: at the top dose activity change, negative = cytotoxicity, actives largely listed as inhibitors; 6.6% of 94,000 active; also: potency is read from the fitted curve at half-maximal effect; nearly all actives have a fitted effect of over 60% in size
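ATP-coupled CellTiter-Glo luminescence served as viability read-out, recorded 10 min after reagent addition at room temperature. HEK 293 cells, 250 cells/well, had been incubated with pintool-transferred compound for 48 or 72 hr at 37 degree Celsius.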
Numbers without * were called inactive; i = inactive; ? = inconclusive; . = not tested or not shown; & = joins results of further samples; ! = a repeat was not active; [ ] = dose if it differs, or a comment. Unless noted, calls follow the shape of the dose curve; as a rule, active = well fitted curve in the direction sought with a large enough effect; inconclusive = small, poorly fitted or top-dose-only effect, or another doubt; inactive = no such curve, though single readings can be large; an effect the other way counts as inactive or inconclusive. Unless noted, % is scaled to controls: 0 for no effect and ±100 for the full control effect.

Results follow in this order: GPT2 inh | Luciferase inh | HEK cytotox | 3T3 cytotox | SNCA viab count | SNCA expr inhib | IP6K1 inhibitor
OC1(CNC2CCN(Cc3cc(F)cc(F)c3)CC2)CNCCOC1 (centres undefined)
 : 0% | -1% | -29% | -3% | 2% | 17% | 5
O=C(CSc1nc(-c2ccccc2)[nH]c1-c1ccccc1)Nc1ccc2c(c1)OCO2
 : . | . | . | . | ? | ? | -4
COCCNC(=O)CSc1nc2cc3c(cc2c(=O)n1CCCC(=O)NCc1ccc2c(c1)OCO2)OCO3
 : . | . | . | . | 4% | -17% | 11
COc1ccccc1NC(=O)CC1CCCN(c2cnn(CC3CC3)c(=O)c2)C1 (centres undefined)
 : -6% | 11% | 1% | 35µM* | -1% | ? | 0
O=C(CCOc1ccccc1)N[C@@H]1CCNC[C@H]1O
 : 4% | -1% | 2% | -22% | -14% | 3% | 2
CCN(Cc1ccncc1)C(=O)c1cc(CN2CCC(Cc3ccccc3)CC2)on1
 : i | -4% | ? | ? | -6% | 3% | -18
CCOc1ccc(-c2cc(CCCC(=O)NCCc3ccc(SC)cc3)no2)cc1
 : . | . | . | . | -7% | ? | -1
O=C(Nc1cc2ccc(O)cc2oc1=O)c1ccccc1
 : . | . | . | . | -2% | ? | -23
CCn1ncc(C(=O)N2C[C@@H](COc3ccccc3)[C@H](C(N)=O)C2)c1C
 : i | -15% | -1% | -18% | 32% | -6% | 10
O=C(c1cnc2sccn2c1=O)N1CCn2nc(C(O)C3CC3)cc2C1 (centres undefined)
 : 2% | 7% | 1% | 1% | -3% | 25% | -1
Cc1ccc2nc(C3CCCN(Cc4ccccc4)C3)[nH]c(=O)c2c1 (centres undefined)
 : -2% | 4%[172 µM] | 63µM*! | ? | -4%[87.6 µM] | -5%[87.6 µM] | 3&-12
CCN1CC(c2ccccc2)CC2(CCN(Cc3cnc(SC)nc3)CC2)C1 (centres undefined)
 : -2% | -6% | ? | -34% | 0% | -14% | 5
CCS(=O)(=O)N1CC(=O)N(c2cccc(C)c2C)C(C)(C(=O)NC2CCCCC2)C1 (centres undefined)
 : . | . | . | . | -5% | 27% | 20
O=C(NC1CCN(c2cc(C(F)(F)F)ncn2)CC1)c1cccc(Cl)c1
 : i | -6% | ? | ? | -19% | 14% | 9
CCCCOc1ccc(C(=O)N2CCC[C@H]2c2nc(-c3ccc(OC)cc3)no2)cc1
 : i | -23% | 25µM* | ? | -14% | -7% | 1
COc1ccc(CNC(=O)CS(=O)(=O)c2cccc3nsnc23)cc1
 : . | . | . | . | 5% | -18% | 3
CCn1c(=O)n(-c2ccc(F)c(Cl)c2)c(=O)c2sc3ccccc3c21
 : . | . | . | . | -4% | -15% | 1
COc1coc(C(=O)NCCC2CN(c3cnn(C)c(=O)c3)CCO2)cc1=O (centres undefined)
 : i | 7% | 4% | 2% | 0% | -23% | -2
CC(C)NC(=O)N[C@H]1C[C@H]2C(=O)NC[C@@H](CCC(=O)N3CCCC3)N2C1
 : ? | -1%[172 µM] | -17%[172 µM] | -5%[174 µM] | 6%[87.6 µM] | 7%[87.6 µM] | 48
CC(C)(C)c1ccc2oc(CNC(=O)CN3C(=O)CNC3=O)nc2c1
 : i | 6% | -1% | -2% | -4% | 5% | -12
Cc1ccccc1NC(=O)CCC(=O)N1CCSc2ccccc21
 : . | . | . | . | 2% | -29% | 5
CCOC(=O)c1c(C)[nH]c(CCC(=O)NCc2ccc(F)cc2)c1C
 : . | . | . | . | -8% | 22% | -2
Clc1cccc(-c2noc3ncnc(NC4CCCCC4)c23)c1
 : . | . | . | . | ? | 19% | -7
O=C(OCc1ccco1)c1ccc2c(c1)N(Cc1cccc(F)c1)C(=O)c1ccccc1S2
 : . | . | . | . | 2% | -1% | 11
CCOc1ccc(C2Cn3nnc(-c4nc(-c5ccccc5OCC)no4)c3CO2)cc1 (centres undefined)
 : i | 6% | 5% | i | 2% | -28% | -2
CS(=O)(=O)N1CCCN(C(=O)c2cccs2)CCNC(=O)CC1c1ccccc1 (centres undefined)
 : -6% | -9% | 0% | -10% | 2% | 6% | -3
COc1ccccc1NC(=O)c1c(OC)cc(=O)n2c1CCCC2
 : 5% | 0% | -3% | -14% | 5% | ? | 13
Cc1cc2c(cc1S(=O)(=O)N(C)CC(=O)Nc1cccc(C#N)c1)OCC(=O)N2
 : . | . | . | . | 5% | 14% | 28
CN(C)C1(CNC(=O)COc2ccc([N+](=O)[O-])cc2)CCCCC1
 : . | . | . | . | 9% | 7% | -2
O=C(NCc1ccccc1)c1ccc(Cn2c(=O)c3cccn3c3cccnc32)cc1
 : . | . | . | . | -13% | -12% | 25
CN(CC(=O)N1CCC2(CC1)CN(CC(=O)O)C(=O)O2)Cc1cccnc1
 : i[11.5 µM] | 13% | -5% | i | -3% | -11% | -3
Cc1cccc(C(=O)N2CCC(Cc3nc(-c4cnccn4)no3)CC2)c1
 : i | -20% | -16% | -40% | -11% | -11% | -27*
CCc1nc(-c2c3n(c(=O)n(Cc4cc(F)cc(F)c4)c2=O)CCCC3)no1
 : i | -2% | -6% | -19% | 1% | 7% | 25
Cc1ccc(C)c(N2CCN(C(=O)Cn3ncc4c(=O)oc5ccccc5c43)CC2)c1
 : . | . | . | . | 1% | 23% | -6
Cc1ccccc1N1Cc2c(NCc3ccc4c(c3)OCO4)ncnc2N(C)CC1=O
 : i | -5% | -17% | -22% | 7% | 6% | -6
Cc1cccc(-c2noc(CCC(=O)N3CCc4c(nc(C)[nH]c4=O)C3)n2)c1
 : 3% | -1% | -28% | -8% | -1% | -5% | -6
CN(C)[C@@H]1CN(C(=O)c2cccn2C)CC[C@]1(O)c1ccccc1
 : -3% | -21% | -9% | 3% | 13% | 22% | 22
O=C(NC1CC(=O)N(c2cccc(F)c2)C1)c1cc2ccccc2o1 (centres undefined)
 : . | . | . | . | -3% | 18% | 7
O[C@@H]1CO[C@H]2[C@@H]1OC[C@@H]2n1nnnc1-c1ccc(-c2ccccc2)cc1
 : -8%[88.5 µM] | 9%[172 µM] | ? | ? | 4%[87.6 µM] | -5%[87.6 µM] | 3
Cc1ccc(-c2ncc(NC(=O)Cc3ccccc3C)cn2)cc1
 : 3% | ? | ? | -12% | -6% | 111%[activator] | 6
Cc1ccc(CN2CCCN(Cc3c(C)cc(C)cc3C)S2(=O)=O)cc1
 : . | . | . | . | 4% | -4% | -9
Cc1cc(N2CCC(NCc3noc(C)n3)CC2)nc(-c2ccccc2O)n1
 : 1% | -3% | ? | ? | 2% | -1% | 16
COc1ccc(C(=O)Nc2ccc([C@H]3OCC(=O)N(C(C)C)[C@@H]3CO)cc2)cc1OC
 : -21%[88.5 µM] | -17%[172 µM] | -6%[172 µM] | -8%[174 µM] | 12%[87.6 µM] | 13%[87.6 µM] | 13
O=C(CSc1ncc(CO)n1Cc1ccc(Cl)cc1)NCc1ccc(F)cc1
 : . | . | . | . | -24% | ? | 1
CN(C)C(=O)CO[C@H]1COCCN(Cc2ccccn2)C1
 : 1%[88.5 µM] | 6%[172 µM] | i | 4%[138 µM] | -6%[87.6 µM] | 12%[87.6 µM] | 17
COc1ccc(CC(=O)NC2CCc3nnc(C)n3CC2)cc1 (centres undefined)
 : -3% | 6% | i | i | -4% | -11% | -16
O=C(C1CC(=O)N(c2n[nH]c3cccc(F)c23)C1)N1CCN(c2ccccc2)CC1 (centres undefined)
 : i | -5% | -1% | ? | 1% | 0% | 5
O=C(NC1CCCN(CCc2ccccc2)C1)C1(Cn2cccn2)CC1 (centres undefined)
 : ? | -1% | -23% | ? | 2% | -5% | 27
CCOc1ccc(CCNC(=O)c2cn(C)c3ccc(S(=O)(=O)N4CCCCC4)cc3c2=O)cc1OCC
 : . | . | . | . | -2% | 23% | -27*
Cc1oc2ncn(C)c(=O)c2c1C(=O)N1CCN(c2ccccc2F)CC1
 : . | . | . | . | -2% | 29% | -1
COC(=O)C1CCN(CC(=O)Nc2cc(C)c3c(=O)oc4ccccc4c3n2)CC1
 : . | . | . | . | -3% | 10% | 0
CC1=C[C@@H](CN2CCC[C@H]2CO)[C@H](C(C)C)C[C@H]1Cc1nnc(-c2cncn2C)o1
 : -1%[88.5 µM] | 8%[172 µM] | ? | 100µM* | -13%[87.6 µM] | -14%[87.6 µM] | 90
Cc1cc(CN2CCC3(CC2)CN(C2CCC2)CC3CO)n(C)n1 (centres undefined)
 : i | -11% | ? | -21% | -4% | -29% | 5
COc1ccccc1C(=O)NCc1nnc2c(-c3nc(C4CC4)no3)cccn12
 : i | -2% | -17% | -20% | -9% | 4% | 4
CCC1CCCCN1Cc1cn2c(-c3ccc(Br)cc3)nnc2s1 (centres undefined)
 : . | . | . | . | -8% | -4% | 2
O=C(NCc1ccccc1F)c1sc2ncccc2c1-n1cccc1
 : . | . | . | . | -5% | -16% | -12
COCCNC(=O)[C@@H]1C[C@H](Oc2cccnc2)CN1C(=O)c1cc2ccc(OC)cc2[nH]1
 : i | -13% | -4% | i | 1% | 14% | 0
COc1cccc(CNC(=O)[C@@H]2C[C@@H](O)CN2C2CCN(C(=O)c3ccccn3)CC2)c1
 : 2% | 6% | -1% | -8% | 11% | 15% | 15
O=C(c1cc(-c2ccccc2F)cc2c1OCCN2Cc1cccnc1)N1CC(O)C1
 : i | -7%[172 µM] | -13%[172 µM] | ? | -2%[87.6 µM] | -9%[87.6 µM] | -15
COc1ccc(CN2CCC3(CNS(=O)(=O)c4cnccc4O3)C2)cc1 (centres undefined)
 : i | . | 3% | i | 2% | -3% | -4
CCOc1ccc(CN2C(=O)C3(CCOCC3)CC2c2nnnn2CCOC)cc1OC (centres undefined)
 : 3% | 2% | -15% | -14% | -1% | -23% | 8
CC(C)c1ccc(S(=O)(=O)N2CCC(CC(=O)NCc3ccccc3)C2)cc1 (centres undefined)
 : i | -4% | ? | -23% | 8%[12.5 µM] | -6% | 6

Sorted by formula weight (rising): some entries from above.
Results follow in this order: GPT2 inh | Luciferase inh | HEK cytotox | 3T3 cytotox | SNCA viab count | SNCA expr inhib | IP6K1 inhibitor
COc1ccc(CC(=O)NC2CCc3nnc(C)n3CC2)cc1 (centres undefined)
 : -3% | 6% | i | i | -4% | -11% | -16
CCN(Cc1ccncc1)C(=O)c1cc(CN2CCC(Cc3ccccc3)CC2)on1
 : i | -4% | ? | ? | -6% | 3% | -18
CCOc1ccc(CN2C(=O)C3(CCOCC3)CC2c2nnnn2CCOC)cc1OC (centres undefined)
 : 3% | 2% | -15% | -14% | -1% | -23% | 8
